Bioassay records (PubChem)
XiGFP reactiv: X-chromosome reactivation activator; 360,000 tested, 0.055% active; AID 743238; XiGFP mouse fibroblasts, % GFP-positive cells imaging, 3 d; cells co-treated with 5-aza-dC sensitizer; scaled so ellipticine positive control = 100%; activation, % at 7.58 µM;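 active means mean normalized replicate activation at least 10% and every replicate at or above 10%; inconclusive means only one of the two criteria met; inactive means mean below 10% and not all replicates reach 10%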;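 further: 0% = median of on-plate neutral control wells and 100% = ellipticine 6 µM median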
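System: SV40-immortalized XiGFP fibroblast cells, line 68-5-11 / Incubation: 3-day compound exposure, then 15 min fixation at room temperature / Compound: single concentration per compound, delivered by pin transfer / Buffer or medium: DMEM plus 5-aza-dC sensitizer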
RAD54 branch: inhibitors of human RAD54 branch migration; AID 602329; RAD54 Holliday junction branch migration, FAM/BHQ fluorescence; 360,000 tested, 0.14% active; Q92698; inhibition, % at 10.4 µM;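 active means mean normalized replicate activity at least 40 and at least half of replicates scoring 40 or more; inconclusive means only one of the two criteria met; inactive means mean below 40 and under half of replicates reaching 40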;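 further: 0% = median of neutral control wells and 100% = median of positive control wells; inhibitors cause a drop in the FAM fluorescence signal; in these data hits start at about 50%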
RAD52 inh: inhibitors of human RAD52 DNA annealing; P43351; recombinant RAD52 DNA annealing, FRET fluorescence; inhibition, % at 18.7 µM; 360,000 tested, 0.46% active; AID 651710;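 active means every replicate showing at least 50% inhibition; inconclusive means mean inhibition at least 50% but not in every replicate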
CASP6 VEID inh: caspase-6 (human) enzyme inhibition. inhibition, % at 12.5 µM. 350,000 tested, 0.53% active. purified caspase-6, Z-VEID-R110 cleavage fluorescence. P55212. AID 686996;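 active means mean inhibition across replicates at least about 35%, with every replicate also reaching that limit, limit read from the data; inconclusive means only one of the two criteria met; inactive means neither criterion met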;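 further: 0% = median of neutral control wells and 100% = no fluorescence left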
Target sequence (P55212 24-179 limits assumed): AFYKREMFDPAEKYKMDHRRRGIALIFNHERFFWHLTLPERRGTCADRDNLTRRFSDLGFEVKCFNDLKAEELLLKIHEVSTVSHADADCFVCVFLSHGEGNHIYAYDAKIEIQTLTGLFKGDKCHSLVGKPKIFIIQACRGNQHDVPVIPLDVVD
Target sequence (P55212 194-293 limits assumed): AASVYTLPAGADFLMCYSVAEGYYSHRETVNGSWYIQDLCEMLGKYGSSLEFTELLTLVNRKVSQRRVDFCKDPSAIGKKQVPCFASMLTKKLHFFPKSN
INS-1E GSIS act: GLuc luminescence reporter in INS-1E cells, primary screen for activators of glucose-dependent secretion of insulin. activation, % at 16.6 µM. INS-1E GLuc reporter insulin secretion, 2-3 h. 370,000 tested, 0.61% active. AID 743287;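 active means lowest replicate activation of at least 40%, so every replicate reaches that level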;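 further: 0% = median of neutral control wells and 100% = median of IBMX positive control wells; some compounds called inactive have numbers as strong as hits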
F508del corr: correctors of CFTR F508del function in bronchial epithelial cells | CFBE cells, YFP halide quenching; stimulated with forskolin plus potentiator P3; % fluorescence drop versus neutral controls | 350,000 tested, 0.36% active | activity (quench increase), % at 7.58 µM | AID 720511;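 active means mean added fluorescence quench of at least 8% versus neutral control, with both replicates also reaching 8%; inconclusive means only one of the mean or replicate conditions met; inactive means mean below 8% and not both replicates reaching 8%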;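 further: cells transiently co-express mutant CFTR-F508del with the halide-sensitive YFP; corrector assay measuring rescue of mutant channel to the surface after 24 h compound exposure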
DENV2 CPE: protects cells from dengue virus 2 cytopathic effect; DENV2-infected cells, cytopathic effect rescue, plate reader; CPE inhibition, % at 9.99 µM; 350,000 tested, 1.7% active; AID 651640; in the data active means CPE inhibition above about 20%, passing the limit was not always enough; inconclusive means no clear call, values can overlap the other calls; tested in BHK-21 cells;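 further: 0% = median of neutral control wells and 100% = median of positive control wells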
E-selectin induc: E-selectin induction on HUVECs | HUVEC E-selectin immunofluorescence imaging; normalized: neutral wells 0, TNF-alpha wells 100 | 260,000 tested, 0.37% active | P16581 | AID 686992 | activation, % at 7.58 µM;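 active means mean E-selectin-positive cell signal at least 10% of the positive control, reached in at least 60% of replicates, without over 20% cell loss; inconclusive means no rule given, readout overlaps actives, possibly toxicity-flagged; inactive means the rest, including those meeting only one limit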;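 further: in these data hits start at about 27%; measured in HUVEC primary endothelial cells; signal is the percent of cells scored E-selectin positive by PE staining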
Target sequence (P16581 whole entry, looked up): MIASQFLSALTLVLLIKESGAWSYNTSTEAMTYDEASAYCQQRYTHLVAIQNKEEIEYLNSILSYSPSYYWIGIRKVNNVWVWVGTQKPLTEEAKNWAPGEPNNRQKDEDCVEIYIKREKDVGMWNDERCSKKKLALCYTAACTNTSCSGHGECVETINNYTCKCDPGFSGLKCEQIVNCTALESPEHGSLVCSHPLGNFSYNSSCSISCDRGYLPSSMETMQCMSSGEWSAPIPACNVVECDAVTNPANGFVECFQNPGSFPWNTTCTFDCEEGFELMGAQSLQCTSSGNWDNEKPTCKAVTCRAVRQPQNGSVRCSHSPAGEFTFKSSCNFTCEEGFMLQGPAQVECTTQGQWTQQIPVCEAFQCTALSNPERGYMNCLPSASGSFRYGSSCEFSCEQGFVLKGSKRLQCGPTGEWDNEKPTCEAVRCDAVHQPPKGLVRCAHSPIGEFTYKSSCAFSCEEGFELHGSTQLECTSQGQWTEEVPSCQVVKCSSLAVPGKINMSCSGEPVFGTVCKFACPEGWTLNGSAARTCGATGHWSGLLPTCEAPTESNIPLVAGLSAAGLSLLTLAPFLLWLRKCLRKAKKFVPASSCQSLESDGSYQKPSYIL
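material = human umbilical vein endothelial cells (HUVEC), E-selectin induction | quantity = 3,000 cells/well | medium = EGM-2 growth medium on 0.1% gelatin-coated wells | technique = immunofluorescence imaging | read-out basis = % PE-positive cells | control set = TNF-alpha positive control, DMSO neutral control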
Starred values were filed as active, the others as inactive; ? = inconclusive; . = not tested or not shown.

Each structure is followed by: E-selectin induc	XiGFP reactiv	INS-1E GSIS act	DENV2 CPE	RAD54 branch	F508del corr	RAD52 inh	CASP6 VEID inh
> Cc1cc(C)c(NS(=O)(=O)c2ccc3c(c2)n(C)c(=O)n3C)c(C)c1
→ .	0.0	-6	-2	-12	-1.2	-2	0
> CC(C)(C)NC(=O)CSc1nc(Cc2ccccc2)nc2ccccc12
→ .	0.0	-4	1	-3	-1.1	-30	1
> Cc1ccc(S(=O)(=O)N(C)C[C@@H]2Oc3ncc(-c4ccncc4)cc3C(=O)N([C@H](C)CO)C[C@H]2C)cc1
→ -0.3	-1.2	-4	-5	.	0.3	11	-2
> C[C@@H]1CN([C@@H](C)CO)C(=O)c2cc(NC(=O)Nc3ccc4c(c3)OCO4)ccc2O[C@@H]1CN(C)Cc1ccc(C(=O)O)cc1
→ .	0.1	29	1	10	-1.3	5	0
> CCc1ccc(C(=O)Nc2nc3ccccc3[nH]2)cc1
→ .	0.2	16	2	0	-0.2	-7	-5
> CC(C)NC(=O)COc1nncc2ccccc12
→ 0.0	0.4	15	8	4	-1.9	1	-1
> C[C@@H]1CN([C@@H](C)CO)C(=O)c2cc(N(C)C)ccc2O[C@@H]1CN(C)C(=O)Nc1ccc(F)cc1
→ .	0.7	4	3	3	3.9	9	-1
> CC(NC(=O)Nc1ccc(Cl)cc1)c1ccccc1 (stereo not drawn)
→ 0.1	0.0	-5	-3	-2	1.4	-10	-1
> C[C@H](CO)N1C[C@H](C)[C@@H](CN(C)C)Oc2ncc(-c3ccncc3)cc2C1=O
→ -0.1	0.0	9	0	5	3.2	1	-1
> COc1ccc(C(=O)N/C(=C/c2cccs2)C(=O)N2CCN(C)CC2)cc1
→ -0.1	-0.1	-3	3	-8	0.6	-35	-12
> Cc1ccc(NC(=O)C2CCN(S(=O)(=O)c3ccc4c(c3)NC(=O)CO4)CC2)cc1
→ .	0.0	-6	6	-3	-2.0	-13	0
> O=C(Nc1cc(F)ccc1F)N1CC(=O)N2[C@H](CO)[C@H](c3ccc(-c4cccnc4)cc3)[C@@H]2C1
→ 0.6	0.1	6	30*	.	0.3	-8	-4
> Cc1oc2c(c(C)cc3oc(=O)c(CC(=O)NCCC(=O)O)c(C)c32)c1C
→ 0.0	0.0	30	-2	0	1.1	-10	4
> CN(C)C(=O)C[C@@H]1CC[C@@H]2[C@H](COC[C@H](O)CN2CC2CCCCC2)O1
→ 0.1	0.0	24	1	-5	1.7	-7	-3
> Cc1ccc(C2C(=O)c3ccccc3C2=O)cc1
→ 0.0	0.0	-27	?	-10	4.7	-8	-2
> O=C(CN1C(=O)c2ccccc2S1(=O)=O)NCCSCc1ccccc1Cl
→ .	.	-7	5	-6	0.4	-13	1
> COc1ccccc1NC(=O)COC(=O)c1ccccc1OCC(=O)Nc1ccc(SC(F)F)cc1
→ .	0.1	.	5	-3	2.4	-4	-1
> O=C(Nc1ccc(F)c(Cl)c1)c1csc([C@@H]2C[C@H](O)[C@@H](CO)O2)n1
→ 0.3	0.0	4	3	8	-0.2	4	0
> Cn1c(=O)c2c(C(=O)O)cc(-c3ccccc3)nc2n(Cc2ccccc2)c1=O
→ .	0.1	6	-3	-1	0.1	-30	1
> CN(C)Cc1cc(OCc2ccccc2)cc(CN(C)C)c1O
→ -3.5	0.0	34	0	4	-5.0	5	-21

2 entries picked at random from the list so far, as already listed:
Each structure is followed by: E-selectin induc	XiGFP reactiv	INS-1E GSIS act	DENV2 CPE	RAD54 branch	F508del corr	RAD52 inh	CASP6 VEID inh
> CN(C)C(=O)C[C@@H]1CC[C@@H]2[C@H](COC[C@H](O)CN2CC2CCCCC2)O1
→ 0.1	0.0	24	1	-5	1.7	-7	-3
> O=C(Nc1cc(F)ccc1F)N1CC(=O)N2[C@H](CO)[C@H](c3ccc(-c4cccnc4)cc3)[C@@H]2C1
→ 0.6	0.1	6	30*	.	0.3	-8	-4

Next section:
Each structure is followed by: E-selectin induc	XiGFP reactiv	INS-1E GSIS act	DENV2 CPE	RAD54 branch	F508del corr	RAD52 inh	CASP6 VEID inh
> CCOC(=O)C1=CN(CC2CCCO2)C=C(C(=O)OCC)C1c1ccccc1C(F)(F)F (stereo not drawn)
→ -0.1	0.1	0	-5	-7	2.3	1	4
> CCOC(=O)c1ccc(S(=O)(=O)N2CCN(C(=O)c3cccc(S(=O)(=O)N4CC(C)OC(C)C4)c3)CC2)cc1 (stereo not drawn)
→ 0.2	0.0	-11	-1	8	3.5	-14	6
> C[C@H](NC(=O)C[C@@H]1CC[C@@H](NC(=O)Cc2ccccn2)[C@@H](CO)O1)c1ccccc1
→ -0.3	0.1	0	-4	-9	3.0	-1	1
> CCC(=O)N1C[C@H](C)[C@@H](OC)CN(C)C(=O)c2cc(NC(=O)c3cnccn3)ccc2OC[C@H]1C
→ -0.3	0.2	-6	3	-16	-0.4	4	6
> CC(=O)c1cnc(Oc2cc(Cl)ccc2Cl)nc1C
→ .	0.0	24	-4	8	0.2	-4	0
> CC12CCC(C(=O)N(CC(O)CN3CCCCCC3)C1=O)C2(C)C (stereo not drawn)
→ .	0.0	8	-5	.	1.8	-10	-5
> C[C@@H]1CN([C@H](C)CO)C(=O)c2cccc(NC(=O)Nc3ccccc3)c2O[C@@H]1CN(C)Cc1ccc(C(F)(F)F)cc1
→ 0.7	-1.1	-12	2	7	1.5	5	3
> Cc1noc(C)c1NC(=O)Nc1ccc2c(c1)CC(=O)N([C@@H](C)CO)C[C@H](C)[C@H](CN(C)Cc1ccc3c(c1)OCO3)O2
→ .	-0.4	8	1	10	2.0	8	-1
> COc1cccc(S(=O)(=O)Nc2ccc3c(c2)C(=O)N(C)[C@H]2CC[C@H](CC(=O)O)O[C@H]2CO3)c1
→ 0.0	0.2	5	-6	8	-0.7	.	.
> CC1CC(C)CN(C(=O)COC(=O)c2cc([N+](=O)[O-])ccc2N2CCOCC2)C1 (stereo not drawn)
→ 0.2	0.0	1	-3	.	-2.7	6	6
> O=C1c2ccccc2NC(c2ccccc2)N1Cc1ccccc1 (stereo not drawn)
→ .	0.1	.	2	-5	-1.2	-7	2
> O=S(=O)(c1ccccc1)c1nc(Cc2ccccc2)oc1N1CCOCC1
→ 0.1	0.0	-11	-1	-1	0.3	-15	0
> COc1ccc(CN2CCN(Cc3cc4ccccc4o3)CC2CCO)c(F)c1 (stereo not drawn)
→ .	0.0	-21	-1	-1	-0.9	-15	-1
> CNS(=O)(=O)c1ccc(NC(=O)c2csc(C)c2)cc1
→ -0.1	0.0	15	13	-6	4.0	-13	-5
> O=C(CN1C(=O)S/C(=C\c2ccccc2Cl)C1=O)NC1C=CS(=O)(=O)C1 (stereo not drawn)
→ .	0.0	-4	2	4	-3.5	-5	0
> Cc1ccc(C23CC4CC(CC(C(=O)NC(C)C(=O)O)(C4)C2)C3)cc1 (stereo not drawn)
→ .	0.0	2	3	-4	-1.5	0	0
> COc1cccc(NC(=O)CN(c2ccc(C)cc2)S(=O)(=O)c2c(C)nn(C)c2C)c1
→ .	.	-7	.	-3	.	-16	-3
> COc1ccc(OCC(=O)Nc2cc(NC(=O)COc3ccc(OC)cc3)cc(C(=O)O)c2)cc1
→ .	0.0	-9	?	5	-0.4	-9	5
> C[C@H](CO)N1C[C@H](C)[C@H](CN(C)C(=O)Cc2ccccn2)Oc2ncc(-c3ccccc3)cc2C1=O
→ -0.1	0.0	14	9	-5	0.3	5	-2
> O=C(C[C@H]1CC[C@@H]2[C@H](COC[C@@H](O)CN2CC2CCCC2)O1)NCc1ccc(Cl)cc1
→ 0.0	0.6	-5	-5	.	-0.9	-3	3

Part of the list above in order of SMILES length, high to low.
Each structure is followed by: E-selectin induc	XiGFP reactiv	INS-1E GSIS act	DENV2 CPE	RAD54 branch	F508del corr	RAD52 inh	CASP6 VEID inh
> Cc1noc(C)c1NC(=O)Nc1ccc2c(c1)CC(=O)N([C@@H](C)CO)C[C@H](C)[C@H](CN(C)Cc1ccc3c(c1)OCO3)O2
→ .	-0.4	8	1	10	2.0	8	-1
> COc1cccc(S(=O)(=O)Nc2ccc3c(c2)C(=O)N(C)[C@H]2CC[C@H](CC(=O)O)O[C@H]2CO3)c1
→ 0.0	0.2	5	-6	8	-0.7	.	.
> C[C@H](CO)N1C[C@H](C)[C@H](CN(C)C(=O)Cc2ccccn2)Oc2ncc(-c3ccccc3)cc2C1=O
→ -0.1	0.0	14	9	-5	0.3	5	-2
> COc1ccc(OCC(=O)Nc2cc(NC(=O)COc3ccc(OC)cc3)cc(C(=O)O)c2)cc1
→ .	0.0	-9	?	5	-0.4	-9	5
> COc1cccc(NC(=O)CN(c2ccc(C)cc2)S(=O)(=O)c2c(C)nn(C)c2C)c1
→ .	.	-7	.	-3	.	-16	-3

The list goes on.
Each structure is followed by: E-selectin induc	XiGFP reactiv	INS-1E GSIS act	DENV2 CPE	RAD54 branch	F508del corr	RAD52 inh	CASP6 VEID inh
> Cc1ccc(C(=O)NCC(=O)OCC(=O)c2ccccc2)s1
→ -0.3	0.1	-33	0	-11	0.4	2	7
> Cc1ccc(-c2nnn(CC(=O)N(CCCO)C(C(=O)NC3CCCC3)c3ccc(F)cc3)n2)o1 (stereo not drawn)
→ .	0.2	14	-4	-4	1.4	-5	0
> CC1(C(=O)NS(=O)(=O)C2CC2)CCCN(C(=O)c2cccc(Cl)c2)C1 (stereo not drawn)
→ -0.1	0.1	27	-6	2	-1.4	-9	-2
> C[C@H]1CN([C@@H](C)CO)C(=O)Cc2cc(NC(=O)Cn3cnnn3)ccc2O[C@H]1CN(C)C(=O)Nc1ccc(C(F)(F)F)cc1
→ -7.5	-1.2	-3	10	-4	-2.7	7	-1
> CC1(C(=O)NCCC(F)(F)F)Cc2c(-c3cccc(C(F)(F)F)c3)ccnc2O1 (stereo not drawn)
→ 0.4	0.3	2	-7	-9	0.5	3	3
> COc1ccc(CCN(C)Cc2nc(Cc3ccc(OC)c(OC)c3)no2)cc1OC
→ -0.1	-0.2	24	-2	1	0.6	-18	1
> Cn1c(=O)c2c(nc(N3CCCCCC3)n2CCSc2nc3ccccc3o2)n(C)c1=O
→ .	0.0	21	-6	-7	-2.1	-6	1
> COc1ccc(NC(=O)Nc2ccc3c(c2)C(=O)N([C@H](C)CO)C[C@H](C)[C@H](CN(C)C(=O)Nc2c(C)noc2C)OCCCC[C@H](C)O3)cc1
→ 0.0	0.0	1	-2	6	0.2	15	-1
> COc1ccc2c(-c3ccc(S(N)(=O)=O)cc3)c(-c3ccc(S(C)(=O)=O)cc3)sc2c1
→ 0.4	0.1	17	1	-4	6.7	-16	0

Full records, looked up by structure.
Cc1ccc(-c2nnn(CC(=O)N(CCCO)C(C(=O)NC3CCCC3)c3ccc(F)cc3)n2)o1 (stereo not drawn) is listed with E-selectin induc: .; XiGFP reactiv: 0.2; INS-1E GSIS act: 14; DENV2 CPE: -4; RAD54 branch: -4; F508del corr: 1.4; RAD52 inh: -5; CASP6 VEID inh: 0
CC1(C(=O)NCCC(F)(F)F)Cc2c(-c3cccc(C(F)(F)F)c3)ccnc2O1 (stereo not drawn) is listed with E-selectin induc: 0.4; XiGFP reactiv: 0.3; INS-1E GSIS act: 2; DENV2 CPE: -7; RAD54 branch: -9; F508del corr: 0.5; RAD52 inh: 3; CASP6 VEID inh: 3
